# Rtt109 Vps75: inhibitors of Candida albicans Rtt109/Vps75 histone acetyltransferase. Q5AAJ8. purified Rtt109/Vps75, ThioGlo CoA-SH fluorescence, 4 h. inhibition, % at 34.9 µM. 330,000 tested, 0.16% active. AID 540336;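 active = inhibition of at least 50% in every replicate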
# PvdQ inh: blocks Pseudomonas aeruginosa PvdQ acylase activity; AID 488965; 340,000 tested, 0.063% active; inhibition, % at 10 µM; purified PvdQ acylase, fluorescence plate reader; in the data active = inhibition above about 30%, passing the limit was not always enough;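 also: 0% = vehicle neutral wells and 100% = reference inhibitor wells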
# CAL PDZ FP-1: CAL PDZ (human) peptide binding inhibition. purified CAL PDZ, TMR-peptide fluorescence polarization, 1 h. AID 602252. inhibition, % at 24.9 µM. 300,000 tested, 0.92% active;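 active = mean inhibition of at least 30% with at least half of replicates also reaching 30%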;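 also: 0% = DMSO neutral control and 100% = excess unlabeled competitor peptide PRC23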
# PfHsp90 set2: growth inhibition of yeast expressing Plasmodium Hsp90. 310,000 tested, 0.32% active. inhibition, % at 9.4 µM. S. cerevisiae expressing PfHsp90, BacTiter-Glo ATP, 48 h; yeast lacking PDR1 and PDR3 efflux regulators;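 active = every replicate shows inhibition above about 80%, whatever the replicate mean, limit read from the data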;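 also: 0% = DMSO neutral controls and 100% = 20 µM radicicol positive controls; yeast relying on Plasmodium falciparum Hsp90 in place of its own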
# CAL PDZ FP-2: inhibitors of human CAL PDZ peptide binding; inhibition, % at 20 µM; purified CAL PDZ, TMR-peptide fluorescence polarization, 1 h; AID 504414; 330,000 tested, 0.02% active; Q9HD26;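 active = highest replicate inhibition of at least 40%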;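 also: plate controls were DMSO neutral control wells for no effect and unlabeled competitor peptide control wells for full effect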
#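 System: purified tagged CAL PDZ domain construct (CerCALP). Schedule: 1 h incubation at room temperature before polarization reading. Medium: 25 mM sodium phosphate pH 7.4, 150 mM NaCl, TCEP, IgG, Thesit. Read-out: percent inhibition from loss of millipolarization. Measured by: FP readout, S and P plane fluorescence. Probe or stimulus: fluorescent TMR peptide probe.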
# SR-BI DiI inh: inhibitors of mouse SR-BI mediated HDL lipid uptake | ldlA[mSR-BI] CHO cells, DiI-HDL uptake fluorescence, 3 h | inhibition, % at 12.5 µM | 320,000 tested, 0.96% active;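 active = mean replicate inhibition of at least 70% and a set share of replicates each scoring 70 or more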;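 also: 0% = median of neutral control wells and 100% = median of positive control wells; values of inactives mirror those of a sister screen read the other way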
# NSD2 HMT inh: NSD2 (human) methyltransferase inhibition | inhibition, % at 12.5 µM | AID 743445 | NSD2 peptide methylation, AlphaScreen, 120 min | O96028 | 310,000 tested, 0.54% active; in the data active = inhibition above about 50%
# Target sequence (O96028 whole entry, looked up): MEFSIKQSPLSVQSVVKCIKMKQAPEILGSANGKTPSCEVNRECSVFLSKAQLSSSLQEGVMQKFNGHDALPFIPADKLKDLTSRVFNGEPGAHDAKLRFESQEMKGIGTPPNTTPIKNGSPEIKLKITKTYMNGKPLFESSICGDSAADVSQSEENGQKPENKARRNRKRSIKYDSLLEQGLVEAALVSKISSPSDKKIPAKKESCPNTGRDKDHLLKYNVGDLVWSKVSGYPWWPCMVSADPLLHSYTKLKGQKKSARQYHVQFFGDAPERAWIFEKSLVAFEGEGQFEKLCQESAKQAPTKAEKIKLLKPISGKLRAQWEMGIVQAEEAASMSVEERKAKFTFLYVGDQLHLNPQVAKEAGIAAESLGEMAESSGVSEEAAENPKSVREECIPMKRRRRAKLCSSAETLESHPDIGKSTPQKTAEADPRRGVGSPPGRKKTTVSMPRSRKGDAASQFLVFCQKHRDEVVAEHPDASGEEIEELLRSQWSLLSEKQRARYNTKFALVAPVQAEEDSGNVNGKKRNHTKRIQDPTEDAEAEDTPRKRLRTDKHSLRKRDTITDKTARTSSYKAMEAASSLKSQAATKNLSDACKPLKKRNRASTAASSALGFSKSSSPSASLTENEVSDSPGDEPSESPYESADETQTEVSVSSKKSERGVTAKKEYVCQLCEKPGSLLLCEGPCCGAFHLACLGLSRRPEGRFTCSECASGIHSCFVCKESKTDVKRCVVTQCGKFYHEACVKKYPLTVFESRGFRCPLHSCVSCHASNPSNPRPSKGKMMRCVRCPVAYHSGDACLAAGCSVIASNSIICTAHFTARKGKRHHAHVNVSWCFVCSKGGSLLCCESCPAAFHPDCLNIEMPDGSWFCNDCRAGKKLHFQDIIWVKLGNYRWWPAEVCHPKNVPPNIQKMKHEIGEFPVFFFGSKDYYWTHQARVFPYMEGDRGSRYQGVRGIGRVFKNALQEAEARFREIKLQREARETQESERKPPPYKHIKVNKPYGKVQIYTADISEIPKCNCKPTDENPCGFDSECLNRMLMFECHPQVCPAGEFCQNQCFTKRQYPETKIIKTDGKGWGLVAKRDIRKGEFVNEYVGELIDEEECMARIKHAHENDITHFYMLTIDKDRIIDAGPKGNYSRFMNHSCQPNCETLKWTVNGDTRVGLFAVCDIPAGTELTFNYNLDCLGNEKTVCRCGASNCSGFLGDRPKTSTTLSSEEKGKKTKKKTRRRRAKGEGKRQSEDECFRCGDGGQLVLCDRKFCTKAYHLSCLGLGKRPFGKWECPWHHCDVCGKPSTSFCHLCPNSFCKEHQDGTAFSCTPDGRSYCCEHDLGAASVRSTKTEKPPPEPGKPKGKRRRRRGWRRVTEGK
# SR-BI uptake up: SR-BI HDL lipid transfer activation. 320,000 tested, 0.096% active. CHO ldlA[mSR-BI] cells, DiI-HDL uptake fluorescence, 3 h; 100 = double the neutral-control signal. activation, % at 12.5 µM. AID 504775;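 active = mean replicate activation of at least 60% and every replicate at or above 60%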;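 also: 0% = median plate neutral-control signal and 100% = twice that signal; values of inactives mirror those of a sister screen read the other way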
#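 Test system: SR-BI-overexpressing, LDLR-lacking CHO cells; Medium: Ham's F12 with 0.5% BSA, HEPES 25 mM, pH 7.4; Schedule: 3 h, 37 °C; Technique: bottom-read fluorescence, 550/595 nm.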
# dFosB act: enhances mouse delta FosB homodimer DNA binding | P13346 | purified delta FosB, TAMRA-CDK5 oligo fluorescence polarization; percent of positive-control signal above neutral wells | activation, % at 25 µM | 340,000 tested, 0.99% active;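 active = mean activation above about 17%, with every replicate also reaching it, limit read from the data, passing the limit was not always enough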;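 also: fluorescence polarization rise as delta FosB binds a TAMRA Cdk5 AP-1 oligo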
# MITF act: increases MITF-driven TRPM1 promoter luciferase signal; SK-MEL-5 TRPM1-promoter luciferase, 24 h; % of positive control, neutral wells = 0; activation, % at 12.5 µM; 300,000 tested, 0.75% active;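 active = mean activation of at least 80% with every replicate also reaching 80%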;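 also: 0% = neutral control wells and 100% = parthenolide positive control wells; values of inactives mirror those of a sister screen read the other way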
# Active calls of the source: *; nt = not tested or not shown; + = active, no number. Compounds were not picked by outcome; 4.3% or so of the library scored in one or more.
1	CC1=CC(C)(C)Nc2ccc(Cc3ccc4c(c3)C(C)=CC(C)(C)N4)cc21
2	CCCCCSc1nc2c(c(=O)[nH]c(=O)n2C)n1CCc1ccccc1
3	CC1(C)CC(=O)C(C(C2=C(O)CC(C)(C)CC2=O)c2cccnc2)C(=O)C1 (configuration not stated)
4	CC(=O)c1c(C)n(-c2ccc(C)cc2)c2ccc(O)cc12
5	COc1ccc(CNS(=O)(=O)c2ccc3c(c2)NC(=O)C(C)S3)cc1 (configuration not stated)
6	COc1ccc(NS(=O)(=O)c2ccc(S(=O)(=O)N3CCCC3)cc2)cc1Cl
7	Cc1ccc(C(CC(=O)O)C2CCOC(C)(C)C2)cc1 (configuration not stated)
8	COc1cc(OC)cc(C(=O)Oc2ccc(/C=N/Nc3nc4ccccc4s3)cc2OC)c1

Assay by compound,1,2,3,4,5,6,7,8
Rtt109 Vps75,-9,10,-2,4,2,-3,-9,-2
PvdQ inh,-21,11,6,-3,-3,2,-13,0
CAL PDZ FP-1,-5,4,-5,nt,-1,1,-2,nt
PfHsp90 set2,0,10,-8,-7,-22,-6,-4,-44
CAL PDZ FP-2,-0.2,0.1,0.0,0.6,-2.3,-1.4,1.1,-0.5
SR-BI DiI inh,5,0,-28,45,-8,-43,-14,47
NSD2 HMT inh,0,nt,nt,1,0,-1,-3,-2
SR-BI uptake up,-5,0,28,-45,8,43,14,-47
dFosB act,-10,-3,2,-4,-1,-4,0,-12
MITF act,-5,12,2,nt,1,nt,-9,0

9	CCC(CC)COC(=O)C1=C(C)NC(=O)NC1c1ccc(N(C)C)cc1 (configuration not stated)
10	C/C(=N\Nc1nnc(C)c(=O)[nH]1)C(=O)O
11	CCOc1ccc(-n2ccc(=O)c(C(=O)Nc3ccc(S(=O)(=O)N4CCOCC4)cc3)n2)cc1
12	Cc1cccc(OCc2nnc(SCC(=O)Nc3ccc(C)c(C)c3)o2)c1
13	CCCOC(=O)c1ccc(Oc2coc3c(CN(CC)CC)c(O)ccc3c2=O)cc1
14	COc1cccc(C2NC(=O)CCC2[N+](=O)[O-])c1OC (configuration not stated)
15	O=C(CSC(=S)N1CCCC1)Nc1ncc(Cl)cc1Cl
16	O=C(O)c1cc(Cl)ccc1-c1ccc(/C=C/c2cc(C(F)(F)F)[nH]c(=O)n2)o1

Assay by compound,9,10,11,12,13,14,15,16
Rtt109 Vps75,12,-24,2,-1,5,-5,1,-373
PvdQ inh,3,-12,-16,-5,2,-20,5,-1
CAL PDZ FP-1,nt,0,2,-2,-5,1,-2,-6
PfHsp90 set2,3,-25,9,-21,-7,-5,-1,-23
CAL PDZ FP-2,-2.4,0.8,-0.8,-0.2,0.0,0.0,0.2,-0.6
SR-BI DiI inh,-2,-7,-13,-9,-1,6,-20,3
NSD2 HMT inh,7,-1,-6,-8,-1,-1,0,47
SR-BI uptake up,2,7,13,9,1,-6,20,-3
dFosB act,-10,2,4,-1,-5,8,2,-4
MITF act,nt,2,8,0,-3,9,9,9

17	COc1ccccc1CCc1nnc(CCC(=O)NC(C)Cc2cccs2)o1 (configuration not stated)
18	O=C(Nc1ccc(OC(=O)c2ccccc2)c(-c2nc3ccccc3s2)c1)c1ccccc1
19	COc1ccc(OC)c(NC(=O)CN(Cc2ccc(Cl)cc2)S(C)(=O)=O)c1
20	CN(C)c1ccc(C(CNC(=O)c2cccs2)N(C)C)cc1 (configuration not stated)
21	O=C(CN1c2ccccc2S(=O)(=O)c2ccccc21)NCc1ccccc1
22	COc1ccccc1Nc1ccc(C(=O)NC2CCCCC2)cn1
23	C/C(=N\S(=O)(=O)c1ccc(C)cc1)N1CCCCC1
24	CCOC(=O)c1c(CN(C)C)n(C)c2ccc(OC(C)=O)cc12

Assay by compound,17,18,19,20,21,22,23,24
Rtt109 Vps75,nt,3,1,-10,15,11,-8,2
PvdQ inh,-12,-9,-7,-2,7,-9,5,-8
CAL PDZ FP-1,1,0,3,-13,0,-2,-1,0
PfHsp90 set2,-2,-67,-9,-11,12,12,1,-11
CAL PDZ FP-2,-2.7,-1.4,nt,-0.2,-2.2,-1.4,-1.7,-0.5
SR-BI DiI inh,24,32,17,-10,19,23,-12,12
NSD2 HMT inh,-2,-2,0,3,-4,0,0,2
SR-BI uptake up,-24,-32,-17,10,-19,-23,12,-12
dFosB act,1,18*,0,3,-9,-8,-11,3
MITF act,0,2,2,58,0,31,-1,-15

# Reformatted as tab-separated lines: 4 of the compounds above.
no.	Compound	Rtt109 Vps75	PvdQ inh	CAL PDZ FP-1	PfHsp90 set2	CAL PDZ FP-2	SR-BI DiI inh	NSD2 HMT inh	SR-BI uptake up	dFosB act	MITF act
19	COc1ccc(OC)c(NC(=O)CN(Cc2ccc(Cl)cc2)S(C)(=O)=O)c1	1	-7	3	-9	nt	17	0	-17	0	2
20	CN(C)c1ccc(C(CNC(=O)c2cccs2)N(C)C)cc1 (configuration not stated)	-10	-2	-13	-11	-0.2	-10	3	10	3	58
21	O=C(CN1c2ccccc2S(=O)(=O)c2ccccc21)NCc1ccccc1	15	7	0	12	-2.2	19	-4	-19	-9	0
22	COc1ccccc1Nc1ccc(C(=O)NC2CCCCC2)cn1	11	-9	-2	12	-1.4	23	0	-23	-8	31

# (more compounds)
25	O=C(COC(=O)c1cc(=O)[nH]c2ccccc12)Nc1cccc(S(=O)(=O)N2CCOCC2)c1
26	CCN(CCn1cccn1)C(=O)c1cc(COc2ccc(F)cc2Cl)on1
27	CC(C)c1ccc(NC(=O)Cc2ccc(NC3=NC4CS(=O)(=O)CC4S3)cc2)cc1 (configuration not stated)
28	Clc1cccc(Cl)c1COn1nnc2ccccc21
29	Fc1ccc(C2=NN(c3ccccc3)C(c3ccco3)C2)cc1 (configuration not stated)
30	Cc1cccc(C(=O)NCC(=O)OCc2nnc(-c3ccccc3)o2)c1
31	CCOc1ccc(Nc2oc(-c3cccc(Cl)c3)nc2C#N)cc1
32	CC(=O)N1CCN(c2ccc(NC(=O)c3ccco3)cc2Cl)CC1

Assay by compound,25,26,27,28,29,30,31,32
Rtt109 Vps75,0,1,-10,-3,-13,2,-3,5
PvdQ inh,-13,-5,-3,-8,-10,-6,-7,7
CAL PDZ FP-1,76*,-1,nt,-3,0,nt,nt,-1
PfHsp90 set2,-1,12,-3,-34,-3,18,nt,14
CAL PDZ FP-2,-6.5,-2.7,-0.6,-2.2,-1.1,0.3,-2.1,-0.7
SR-BI DiI inh,4,39,2,-16,21,9,-2,-12
NSD2 HMT inh,0,0,nt,-1,3,+,2,-1
SR-BI uptake up,-4,-39,-2,16,-21,-9,2,nt
dFosB act,-10,0,-8,-10,-1,-13,3,-8
MITF act,0,9,nt,1,19,12,37,31

# Single records, as listed above. Order of values: Rtt109 Vps75, PvdQ inh, CAL PDZ FP-1, PfHsp90 set2, CAL PDZ FP-2, SR-BI DiI inh, NSD2 HMT inh, SR-BI uptake up, dFosB act, MITF act
# CCN(CCn1cccn1)C(=O)c1cc(COc2ccc(F)cc2Cl)on1 as listed: 1, -5, -1, 12, -2.7, 39, 0, -39, 0, 9
# CCCOC(=O)c1ccc(Oc2coc3c(CN(CC)CC)c(O)ccc3c2=O)cc1 as listed: 5, 2, -5, -7, 0.0, -1, -1, 1, -5, -3

# (list continues)
33	COCCCNC(=O)c1sc2ncnc(N3CCc4ccccc4C3)c2c1C
34	Cc1ccc(N/C=C/c2onc(C)c2[N+](=O)[O-])cc1
35	OC(COC(c1ccccc1)c1ccccc1)CN1CCN(c2cccc(Cl)c2)CC1 (configuration not stated)
36	O=C(NCc1nc2ccccc2[nH]1)c1ccc([N+](=O)[O-])cc1
37	COc1ccc(NC(=O)COC(=O)c2c3c(nc4ccccc24)CCCC3)cc1
38	COc1ccc(NS(=O)(=O)c2ccc(NC(=O)CCNS(=O)(=O)c3ccc(C)cc3)cc2)cc1
39	COc1ccc(C(CC(=O)O)N2Cc3ccccc3C2=O)cc1 (configuration not stated)
40	CN(C)CCN(Cc1ccccc1)S(=O)(=O)c1ccc2c(c1)n(C)c(=O)c(=O)n2C

Assay by compound,33,34,35,36,37,38,39,40
Rtt109 Vps75,10,-4,-7,-4,2,-1,5,-5
PvdQ inh,-1,-13,-10,-13,-9,1,10,-12
CAL PDZ FP-1,-3,-4,-3,nt,-2,8,-3,-2
PfHsp90 set2,-16,5,2,2,nt,nt,8,16
CAL PDZ FP-2,nt,-1.8,-1.4,-0.7,-2.8,-0.8,0.3,-1.7
SR-BI DiI inh,61,nt,2,-16,54,22,-11,8
NSD2 HMT inh,-2,-1,-1,-5,-1,-1,1,4
SR-BI uptake up,-61,nt,-2,16,-54,-22,11,-8
dFosB act,-16,-4,-6,-2,3,-4,-1,2
MITF act,-4,113*,-1,-16,nt,-3,-7,5

41	CC(C)CCn1c(Oc2ccccc2Cl)nc2c1c(=O)n(C)c(=O)n2C
42	CCc1cccc(NC(=O)Cn2c(=O)oc3cc(S(=O)(=O)N4CCOCC4)ccc32)c1
43	CCOC(=O)N1CCN(S(=O)(=O)N2CCCC(C(=O)NCc3ccccc3OC)C2)CC1 (configuration not stated)
44	COC1OC2COC(c3ccccc3)OC2C(O)C1NC(C)=O (configuration not stated)
45	C=C1CCC2C(C)(C)[C@@H](O)CC[C@@]2(C)[C@@H]1COc1ccc2ccc(=O)oc2c1 (some centres not stated)
46	O=C(CNC(=O)c1ccccc1F)OCCOc1cccc(Cl)c1
47	Cc1oc(-c2ccc(Cl)cc2)nc1CS(=O)CC(=O)NCCCN1CC(C)CC(C)C1 (configuration not stated)
48	CCOC(=O)c1cnc2ccc(C)cc2c1OCc1cc(F)cc(F)c1

Assay by compound,41,42,43,44,45,46,47,48
Rtt109 Vps75,6,-3,7,-6,-10,-1,6,-4
PvdQ inh,-4,-14,-3,-1,-14,-10,-8,-9
CAL PDZ FP-1,-1,-2,1,-4,-2,11,-3,3
PfHsp90 set2,-6,12,22,-9,0,17,-6,-3
CAL PDZ FP-2,-2.5,0.7,-1.9,0.4,0.5,-2.5,-3.1,-3.4
SR-BI DiI inh,3,-4,8,-22,15,-7,-3,5
NSD2 HMT inh,1,nt,46,nt,1,-1,6,-2
SR-BI uptake up,-3,4,-8,22,-15,7,3,-5
dFosB act,3,10,-7,2,-24,-3,-10,-14
MITF act,-3,nt,6,-6,-3,12,-56,-5
